From PubChem BioAssay
JMJD2A Tudor inh – JMJD2A Tudor domain (human) inhibition; O75164; AID 504339; 390,000 tested, 4.4% active; AlphaScreen JMJD2A-Tudor / H3K4me3 peptide binding; Potency, µM (titrated, usually from 114 µM), without a hit: at the highest dose activity change, negative = inhibition, hits mostly inhibitors; also: % is scaled to controls: 0 for no effect and ±100 for the full control effect; nearly all actives have a fitted effect of over 50% in size
PGK inhibitor – inhibitors of T. brucei phosphoglycerate kinase; AID 602233; Potency, µM (highest dose often 57.5 µM), without a hit: at the top dose activity change, negative = inhibition, most hits filed as inhibitors; 380,000 tested, 0.043% active; P07378; PGK/GAPDH coupled, Kinase-Glo luminescence, 60 min; also: % is scaled to controls: 0 for no effect and ±100 for the full control effect; nearly all actives have a fitted effect of over 60% in size
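Luminescent ATP detection (Kinase-Glo Plus) follows a 60-minute room-temperature incubation, with wells lacking PGK as controls. Buffer: 100 mM TEA (pH 7.6), 5 mM MgCl2, 0.01% Tween-20. Coupling enzyme GAPDH (100 nM final) supplies unstable 1,3-BPG in-well.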
Pin1 inhibitor – inhibitors of human Pin1; Q13526; Pin1 FP peptide displacement, HiFluor488, 10 min; Potency, µM (titrated, usually from 115 µM), without a hit: top-dose activity, negative = inhibition, usual class: inhibitors; 390,000 tested, 0.009% active; AID 504891; active = well fitted inhibition curve with a large enough effect in the polarisation, with a control signal flat, not every such curve was filed as active; inconclusive = small, poorly fitted or top-dose-only effect, or effect the other way, or a change in a side signal; inactive = no such curve, though single readings can be large or run the other way; the % refers to the polarisation; also: % is scaled to controls: 0 for no effect and ±100 for the full control effect
Target sequence (Q13526 whole entry, looked up): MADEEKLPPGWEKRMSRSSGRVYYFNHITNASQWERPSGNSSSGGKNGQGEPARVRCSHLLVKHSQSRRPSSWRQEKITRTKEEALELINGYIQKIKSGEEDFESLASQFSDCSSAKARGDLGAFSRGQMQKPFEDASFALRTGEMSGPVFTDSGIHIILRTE
G9a inh – blocks human histone lysine methyltransferase G9a | AID 504332 | G9a H3K9 monomethylation, AlphaScreen, 2 h | 350,000 tested, 8.8% active | Q96KQ7 | Potency, µM (series often up to 102 µM), inactives show at the top dose activity, negative = inhibition, most hits filed as inhibitors; also: % is scaled to controls: 0 for no effect and ±100 for the full control effect; nearly all actives have a fitted effect of over 75% in size
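G9a (20 nM) preincubated 15 min RT with compounds, then 500 nM biotinylated H3K9 peptide and 20 uM SAM added; 2 h RT reaction. Monomethyl-H3K9 product detected by AlphaScreen with anti-H3K9me1 antibody, streptavidin donor and anti-rabbit IgG acceptor beads.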
BLM helicase inh – Bloom syndrome helicase (human) inhibition | P54132 | recombinant BLM DNA unwinding, fluorescence dequenching | Potency, µM (doses to about 56.1 µM), for inactives: top-dose activity change, negative = inhibition, most hits filed as inhibitors | 350,000 tested, 0.2% active | AID 2528;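 also: plate controls were vehicle for no effect and no enzyme for full effect; nearly all actives have a fitted effect of over 35% in size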
Pol iota inh – inhibitors of human DNA polymerase iota. Pol iota fluorescent replication assay, 10 min. 390,000 tested, 1% active. Potency, µM (series often up to 115 µM), for inactives: at the highest dose activity, negative = inhibition, most hits filed as inhibitors. Q9UNA4. AID 588590
Target sequence (Q9UNA4 whole entry, looked up): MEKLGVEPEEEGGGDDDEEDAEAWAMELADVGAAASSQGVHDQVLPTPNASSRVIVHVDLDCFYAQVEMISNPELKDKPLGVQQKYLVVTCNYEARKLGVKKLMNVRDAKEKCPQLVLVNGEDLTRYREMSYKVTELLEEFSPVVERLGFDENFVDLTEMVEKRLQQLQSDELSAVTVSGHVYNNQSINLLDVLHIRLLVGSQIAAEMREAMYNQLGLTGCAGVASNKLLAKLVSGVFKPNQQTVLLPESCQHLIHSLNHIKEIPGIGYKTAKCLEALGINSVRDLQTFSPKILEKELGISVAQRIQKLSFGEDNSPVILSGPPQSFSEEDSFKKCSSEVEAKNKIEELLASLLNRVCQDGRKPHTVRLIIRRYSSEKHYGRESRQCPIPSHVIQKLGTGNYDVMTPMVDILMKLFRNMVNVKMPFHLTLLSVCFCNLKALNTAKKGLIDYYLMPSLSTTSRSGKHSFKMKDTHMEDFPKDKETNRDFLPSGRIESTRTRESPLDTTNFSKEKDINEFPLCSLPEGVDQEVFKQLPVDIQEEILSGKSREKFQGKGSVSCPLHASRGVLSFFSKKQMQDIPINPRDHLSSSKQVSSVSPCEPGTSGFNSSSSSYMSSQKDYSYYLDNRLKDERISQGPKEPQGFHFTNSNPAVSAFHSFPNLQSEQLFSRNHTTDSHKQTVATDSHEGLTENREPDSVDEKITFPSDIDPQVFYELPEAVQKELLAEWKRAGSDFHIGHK
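Pol iota at 10 nM preincubated 15 min with compounds at room temperature; reaction started with fluorescent substrate, 50 nM final. Fluorescence read kinetically at 0 and 10 min; buffer-only wells as negative control.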
GLS inhibitor – glutaminase GLS (human) inhibition; GLS enzymatic activity, qHTS titration; Potency, µM (doses to about 45.5 µM), for inactives: at the highest dose activity change, negative = inhibition, usual class: inhibitors; 410,000 tested, 0.21% active; also: % is scaled to controls: 0 for no effect and ±100 for the full control effect
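Glutamate formation by hKGA was monitored fluorometrically using coupled glutamate oxidase, HRP and Amplex Red. Substrate was added as 1 mM L-glutamine solution; incubation was 30 min at RT after an initial read.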
HP1b binding inh – blocks HP1-beta chromodomain binding to methylated histone tails | AlphaScreen HP1-beta / biotin-H3K9me3 peptide binding | 390,000 tested, 0.56% active | Potency, µM (highest dose often 114 µM), for inactives: at the highest dose activity change, negative = inhibition, actives largely listed as inhibitors | AID 540317; also: nearly all actives have a fitted effect of over 70% in size; inactives centre near 23
Target sequence (P83916 whole entry, looked up): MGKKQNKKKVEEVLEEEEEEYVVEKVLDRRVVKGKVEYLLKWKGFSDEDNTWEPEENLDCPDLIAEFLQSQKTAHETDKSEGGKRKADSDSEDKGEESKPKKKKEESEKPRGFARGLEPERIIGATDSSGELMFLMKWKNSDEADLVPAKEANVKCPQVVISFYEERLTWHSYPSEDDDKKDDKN
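AlphaScreen: HP1-beta (50 nM) preformed 30 min with biotin-H3(1-18)K9me3 peptide (50 nM) in PBS pH 7.4, 0.01% Tween-20. Compound added for 30 min at RT, then streptavidin donor/nickel chelate acceptor beads (10 ug/mL) for 30 min.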
BAZ2B inh – inhibitors of human BAZ2B bromodomain; Potency, µM (series often up to 114 µM), for inactives: at the highest dose activity change, negative = inhibition, actives largely listed as inhibitors; AlphaScreen BAZ2B-H3K14Ac peptide displacement; AID 504333; 360,000 tested, 4.4% active; also: % is scaled to controls: 0 for no effect and ±100 for the full control effect; nearly all actives have a fitted effect of over 60% in size
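AlphaScreen displacement: compounds (up to 110uM) incubated 30 min at room temperature with a preformed 50 nM BAZ2B/50 nM biotinylated H3K14Ac peptide complex in PBS pH 7.4 with Tween-20. Donor and acceptor beads at 10 ug/mL final added, 20 min light-protected before reading.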
Numbers without * were called inactive; [ ] = remark or other dose. Unless noted, calls follow the shape of the dose curve; as a rule, active = well fitted curve in the direction sought with a large enough effect; inconclusive = small, poorly fitted or top-dose-only effect, or another doubt; inactive = no such curve, though single readings can be large; an effect the other way counts as inactive or inconclusive. Potency is read from the fitted curve at half-maximal effect. These rows are one share of the data, so the mix of outcomes need not match the whole.

`COc1ccc(OC)c(C(=O)c2c(C)oc3cc(Br)c(O)c(CN(C)C)c23)c1` gave JMJD2A Tudor inh -35.8%, PGK inhibitor -3.8%, Pin1 inhibitor 1.1%, Pol iota inh 55.4%[activator], GLS inhibitor -0.4% and HP1b binding inh inconclusive.
Cc1nnc(SCC(=O)N2CC(=O)Nc3ccccc32)s1 was read as JMJD2A Tudor inh 2.1%, PGK inhibitor 5.7%, Pin1 inhibitor 2.4%, G9a inh -15.4%, BLM helicase inh -0.1%, Pol iota inh 95.8%[activator], GLS inhibitor 0.2%, HP1b binding inh 30.6% and BAZ2B inh -2.5%.
c1ccc(Nc2ncnc3c2oc2ccccc23)cc1 was read as JMJD2A Tudor inh 9.1%, PGK inhibitor -4.7%, Pin1 inhibitor -2.9%, G9a inh -32.8%[59 µM], BLM helicase inh -5.4%, Pol iota inh inconclusive, GLS inhibitor 3.8%, HP1b binding inh 53.4%[activator] and BAZ2B inh -52.0%.
For OC(CN1CCC(Cc2ccccc2)CC1)C(F)(F)F (centres undefined) the results were JMJD2A Tudor inh -1.0%, Pin1 inhibitor 1.6%, G9a inh -8.8%[0.501 µM], BLM helicase inh -7.4%, Pol iota inh -16.2%, GLS inhibitor -3.6%, HP1b binding inh 64.5%[activator] and BAZ2B inh 2.2%.
Screening O=C(N/N=C\c1ccncc1)c1ccc(Cl)s1 returned JMJD2A Tudor inh -5.3%, PGK inhibitor -0.1%, Pin1 inhibitor -0.7%, G9a inh 14.2%, BLM helicase inh 5.3%, Pol iota inh -20.7%, GLS inhibitor -0.9%, HP1b binding inh 32.2% and BAZ2B inh -28.5%.
`COc1ccccc1-n1cnnc1SCC(=O)NC1CCS(=O)(=O)C1` (centres undefined) gave JMJD2A Tudor inh 3.1%, PGK inhibitor -9.0%, Pin1 inhibitor -5.2%, G9a inh 5.8%, BLM helicase inh -0.3%, Pol iota inh 59.1%[activator], GLS inhibitor 2.7%, HP1b binding inh 24.8% and BAZ2B inh 3.3%.
CC(C)CC(=O)Nc1cccc(-c2nc3ccccc3o2)c1 was read as JMJD2A Tudor inh -11.3%, PGK inhibitor inactive, Pin1 inhibitor -2.4%, G9a inh -12.2%, BLM helicase inh -1.9%, Pol iota inh 7.6%, GLS inhibitor -10.3%, HP1b binding inh 24.6% and BAZ2B inh -6.3%.
Screening Cc1cc(C)nc(SCC(=O)Nc2ccc(S(=O)(=O)NCCO)cc2)n1 returned JMJD2A Tudor inh -16.0%, PGK inhibitor -1.1%, Pin1 inhibitor 0.5%, G9a inh 1.4%[12.7 µM], BLM helicase inh -0.5%, Pol iota inh inconclusive, GLS inhibitor -15.4%, HP1b binding inh 15.6% and BAZ2B inh 6.3%.
For Cc1ccc(NC(=O)CCC(=O)NNC(=O)COc2ccccc2)cc1C the results were JMJD2A Tudor inh 4.8%, PGK inhibitor 3.4%, Pin1 inhibitor 8.5%, G9a inh -1.1%[59 µM], BLM helicase inh -3.5%, Pol iota inh -3.2%, GLS inhibitor 5.8%, HP1b binding inh 44.0%[activator] and BAZ2B inh 2.7%.
For O=C(c1cc2ccc3cccnc3c2[nH]1)N1CCN(c2ccc(Cl)cc2)CC1 the results were JMJD2A Tudor inh inconclusive, PGK inhibitor -7.5%, Pin1 inhibitor 6.9%, G9a inh -9.4%[59 µM], BLM helicase inh -0.5%, Pol iota inh -0.2%, GLS inhibitor -5.1%, HP1b binding inh 9.0% and BAZ2B inh -0.9%[57.1 µM].
For CCOC(=O)NC1(NC(C)C)Oc2ccccc2O1 the results were JMJD2A Tudor inh 6.9%[11.4 µM], PGK inhibitor -6.5%, Pin1 inhibitor -2.5%, G9a inh 10µM*, BLM helicase inh -0.1%, Pol iota inh inconclusive, GLS inhibitor 54.5%[activator], HP1b binding inh -24.5% and BAZ2B inh 6.8%.
`COc1ccc(C(=O)NCCc2nc3ccccc3[nH]2)cc1` gave JMJD2A Tudor inh -10.8%, PGK inhibitor inactive, Pin1 inhibitor -1.7%, G9a inh -31.6%[59 µM], BLM helicase inh 0.3%, Pol iota inh 5.5%, GLS inhibitor -8.2%, HP1b binding inh 45.2%[activator] and BAZ2B inh -2.7%.
Screening O=C(NS(=O)(=O)NC1CCCCC1)C1=C(N2CCCC2)COC1=O returned JMJD2A Tudor inh -10.7%, PGK inhibitor -0.5%, Pin1 inhibitor -0.5%, Pol iota inh 23.7%, GLS inhibitor -3.3% and HP1b binding inh 38.2%[activator].
Screening CCOc1ncccc1C(=O)OCC(=O)Nc1cc(C(C)(C)C)ccc1OC returned JMJD2A Tudor inh -6.2%, PGK inhibitor -1.8%, Pin1 inhibitor 0.9%, Pol iota inh 68.0%[activator], GLS inhibitor 3.2% and HP1b binding inh 17.9%.
Screening COc1ccc(N2CCN(C(=O)Cc3ncc(C(F)(F)F)cc3Cl)CC2)cc1 returned JMJD2A Tudor inh -21.5%, PGK inhibitor -7.7%, Pin1 inhibitor 1.5%, G9a inh inconclusive, BLM helicase inh 0.8%, Pol iota inh 31.2%[activator], GLS inhibitor 46.5%[activator], HP1b binding inh -16.5% and BAZ2B inh -3.7%.
`Cc1ccc(S(=O)(=O)c2cc(O)ccc2O)cc1C` gave JMJD2A Tudor inh -21.1%, PGK inhibitor -3.5%, Pin1 inhibitor 4.3%, G9a inh 50.1µM*, BLM helicase inh -13.6%, Pol iota inh -0.8%, GLS inhibitor 58.4%[activator], HP1b binding inh -35.4% and BAZ2B inh -8.7%.
`CCN(CC)C(=O)C1CCCN(C/C=C/c2ccccc2[N+](=O)[O-])C1` (centres undefined) gave JMJD2A Tudor inh 3.16µM*, PGK inhibitor -9.1%, Pin1 inhibitor -1.0%, G9a inh 35.5µM*, BLM helicase inh -4.2%, Pol iota inh 119.3%[activator], GLS inhibitor 0.2%, HP1b binding inh inconclusive and BAZ2B inh inconclusive.
Screening CCCCOc1ccccc1C(=O)N(Cc1ccco1)C1CCS(=O)(=O)C1 (centres undefined) returned JMJD2A Tudor inh -14.5%, PGK inhibitor -2.9%, Pin1 inhibitor 6.1%, G9a inh -4.5%[59 µM], BLM helicase inh -3.6%, Pol iota inh 6.2%, GLS inhibitor -1.5%, HP1b binding inh 20.1%[57 µM] and BAZ2B inh inconclusive.
COc1cccc(NS(=O)(=O)c2cc(-c3cnc(C4CC4)o3)ccc2C)c1 was read as JMJD2A Tudor inh -32.8%, PGK inhibitor -4.2%, Pin1 inhibitor 0.0%, G9a inh inconclusive, BLM helicase inh -7.5%, Pol iota inh -13.9%, GLS inhibitor -7.5%, HP1b binding inh -11.4% and BAZ2B inh -32.4%.
For NC(c1ccccc1)c1ccncc1 (centres undefined) the results were JMJD2A Tudor inh 3.7%, PGK inhibitor -2.3%, Pin1 inhibitor -9.8%, G9a inh 44.7µM*, BLM helicase inh 1.5%, Pol iota inh -14.9%, GLS inhibitor 2.1%, HP1b binding inh 29.1% and BAZ2B inh inconclusive.
Screening Cc1cc(-c2ccccc2)c(C#N)c(N)n1 returned JMJD2A Tudor inh 4.8%, PGK inhibitor inactive, Pin1 inhibitor 5.3%, G9a inh -3.6%[59 µM], BLM helicase inh -0.8%, Pol iota inh 0.6%, GLS inhibitor -0.5%, HP1b binding inh 20.6% and BAZ2B inh -37.9%.
For CN(C)c1nc(N)c2ncc(=S)[nH]c2n1 the results were JMJD2A Tudor inh 3.16µM*, PGK inhibitor -10.9%, Pin1 inhibitor inconclusive, G9a inh 1.78µM*, BLM helicase inh -6.2%, Pol iota inh 22.4%, GLS inhibitor -12.1%, HP1b binding inh 20.3% and BAZ2B inh -32.5%.
Screening COc1ccc(OC)c(NS(=O)(=O)c2ccc(N3CCCCS3(=O)=O)cc2)c1 returned JMJD2A Tudor inh -7.0%, PGK inhibitor -9.7%, Pin1 inhibitor -9.8%, G9a inh 4.5%[59 µM], BLM helicase inh 1.7%, Pol iota inh 5.9%, GLS inhibitor 10.0%, HP1b binding inh 9.7% and BAZ2B inh -11.8%.
`CC(=O)Nc1cc(S(=O)(=O)Nc2ccc(C)cc2)c(C)cc1C` gave JMJD2A Tudor inh 4.9%, PGK inhibitor -0.2%, Pin1 inhibitor 0.3%, G9a inh 114.9%[activator][59 µM], BLM helicase inh 1.7%, Pol iota inh 3.5%, GLS inhibitor -5.4%, HP1b binding inh 29.2% and BAZ2B inh -27.9%[57.1 µM].
CN1CCN(/N=C/c2ccc(N(c3ccccc3)c3ccccc3)cc2)CC1 was read as JMJD2A Tudor inh 17.8µM*, PGK inhibitor -1.6%, Pin1 inhibitor -10.2%, G9a inh 8.4%[12.7 µM], BLM helicase inh -3.6%, Pol iota inh 44.1%[activator], GLS inhibitor -6.4%, HP1b binding inh -38.3% and BAZ2B inh 35.5µM*.
Screening CCOc1ccc(NC(=O)Cn2c(=O)n(-c3ccccc3)c(=O)c3c4c(sc32)CCCC4)cc1 returned JMJD2A Tudor inh 9.9%, PGK inhibitor 1.9%, Pin1 inhibitor 0.0%, G9a inh 8.7%[59 µM], BLM helicase inh -3.9%, Pol iota inh 32.3%[activator], GLS inhibitor 3.2%, HP1b binding inh 10.6% and BAZ2B inh 4.9%.
For COc1cc2c(cc1OC)C(C)N(C(=O)C1=NN(c3cccc(C)c3)C(=O)CC1)CC2 (centres undefined) the results were JMJD2A Tudor inh -12.0%, PGK inhibitor inactive, Pin1 inhibitor -1.2%, G9a inh -11.1%, BLM helicase inh -4.3%, Pol iota inh 48.0%[activator], GLS inhibitor -15.9%, HP1b binding inh 34.2% and BAZ2B inh -19.3%[57.1 µM].
For Cc1cc(C)c(NC(=O)C2CC(=O)N(C3CCCC3)C2)c(C)c1 (centres undefined) the results were JMJD2A Tudor inh -5.4%, PGK inhibitor -1.9%, Pin1 inhibitor 1.5%, Pol iota inh 31.1%, GLS inhibitor -1.8% and HP1b binding inh 23.5%.
